APEX1 inh = blocks human APE1 abasic DNA cleavage; P27695; 350,000 tested, 0.35% active; Potency, µM (series often up to 65.8 µM), for the others: top-dose activity change, negative = inhibition, hits mostly inhibitors; AID 2517; recombinant APE1, TAMRA/BHQ-2 abasic DNA cleavage fluorescence;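 note: potency is the fitted concentration of half-maximal effect; plate controls were vehicle for no effect and reference inhibitor for full effect; nearly all actives have a fitted effect of over 55% in size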
Target sequence (P27695 whole entry, looked up): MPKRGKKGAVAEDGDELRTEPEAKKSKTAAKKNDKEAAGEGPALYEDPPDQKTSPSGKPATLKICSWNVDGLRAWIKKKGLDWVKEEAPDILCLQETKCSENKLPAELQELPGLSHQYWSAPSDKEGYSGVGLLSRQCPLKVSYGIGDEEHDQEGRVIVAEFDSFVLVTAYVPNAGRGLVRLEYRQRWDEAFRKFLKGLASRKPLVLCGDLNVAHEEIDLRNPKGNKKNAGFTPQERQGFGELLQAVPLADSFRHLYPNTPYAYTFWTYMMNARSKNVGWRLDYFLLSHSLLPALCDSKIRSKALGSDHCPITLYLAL
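APE1 at 0.75 nM preincubated 15 min at room temperature with compound. Reaction then started with 50 nM double-stranded THF-abasic substrate labelled with TAMRA/BHQ-2, and 525/598 nm fluorescence read kinetically. Activity taken as third-minus-first read difference, normalized to DMSO and NSC13755 controls.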
POLK inh = blocks human DNA polymerase kappa activity. Q9UBT6. purified Pol kappa, fluorescent DNA synthesis assay, 10 min. Potency, µM (titrated, usually from 107 µM), for the others: at the highest dose activity, negative = inhibition, hits mostly inhibitors. 400,000 tested, 0.53% active. AID 588579; note: potency is the fitted concentration of half-maximal effect; % is set by controls: 0 for no effect and ±100 for the full control effect
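Activity was followed as the change in fluorescence between reads at 0 and 10 min after starting the reaction with 50 nM substrate. Beforehand, 10 nM polymerase had been preincubated with compound for 15 min at room temperature.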
Pol beta inh = DNA polymerase beta (human) inhibition; P06746; Pol beta primer extension/strand displacement, fluorescence kinetic; Potency, µM (titrated, usually from 114 µM), for inactives: at the highest dose activity change, negative = inhibition, usual class: inhibitors; 340,000 tested, 1.3% active; AID 485314; note: potency is the fitted concentration of half-maximal effect; % is set by controls: 0 for no effect and ±100 for the full control effect
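Pol beta (10 nM) and compounds were preincubated 15 min at room temperature, then 50 nM substrate (final) started primer extension/strand displacement. Reads were taken at 0 and 10 min; concentration-response data were fitted to a four-parameter Hill equation.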
LDHA inh = inhibitors of human lactate dehydrogenase A. activity change, % (values are at about 110 or 230 µM). purified LDHA, NADH/diaphorase-resazurin fluorescence; active compounds read low. P00338. 480,000 tested, 0.15% active; in the data active = activity change below about -30%; inconclusive = mostly about -25% to -30%;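 note: plate controls were DMSO wells for no effect and wells without enzyme for full effect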
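Resorufin fluorescence (ex540/em590), read at 0 and 20 min after diaphorase/resazurin addition, reports the NADH left after a 5 min room-temperature reaction of 2 nM human LDH5 with 0.06 mM NADH and 0.2 mM pyruvate.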
RGS4 inhibitor = inhibitors of human regulator of G protein signaling 4; P49798; Transcreener GDP fluorescence polarization, RGS4-accelerated GTP hydrolysis; Potency, µM (doses to about 114 µM), for the others: top-dose activity change, negative = inhibition, usual class: inhibitors; 390,000 tested, 0.039% active; note: potency is the fitted concentration of half-maximal effect; % is set by controls: 0 for no effect and ±100 for the full control effect; nearly all actives have a fitted effect of over 75% in size; some results filed as inactive show a strong effect at the top dose
Target sequence (P49798 whole entry, looked up): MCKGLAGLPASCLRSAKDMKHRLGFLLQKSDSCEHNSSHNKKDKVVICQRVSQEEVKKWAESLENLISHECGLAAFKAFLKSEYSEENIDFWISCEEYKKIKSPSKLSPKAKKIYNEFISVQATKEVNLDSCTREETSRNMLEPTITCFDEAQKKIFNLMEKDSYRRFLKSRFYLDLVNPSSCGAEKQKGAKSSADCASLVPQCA
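MLSMR compounds (23 nl, pin-transferred) preincubated 10 min at room temperature with a 500nM (2x) first reagent, then RGS4 at 900nM (2x) plus Transcreener GDP mix added; fluorescence polarization (620/688 nm) read before and after 90 min at 30 °C.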
ERG Ets-DNA blk = inhibitors of human ERG Ets domain-DNA interaction; Potency, µM (doses to about 76.9 µM), without a hit: at the top dose FP activity, negative = inhibition, usual class: inhibitors; fluorescence polarization, His-ERG Ets domain / labelled DNA; 370,000 tested, 0.028% active; P11308; active = well fitted inhibition curve with a large enough effect in the polarisation, with a control signal flat; inconclusive = small, poorly fitted or top-dose-only effect, or effect the other way, or a change in a side signal; inactive = no such curve, though single readings can be large or run the other way; the % refers to the polarisation;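 note: polarization taken with two DNA probes labelled with fluorescein and Texas red; potency is the fitted concentration of half-maximal effect; % of control where 0% means no effect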
Target sequence (P11308 whole entry, looked up, the tested form may be a part): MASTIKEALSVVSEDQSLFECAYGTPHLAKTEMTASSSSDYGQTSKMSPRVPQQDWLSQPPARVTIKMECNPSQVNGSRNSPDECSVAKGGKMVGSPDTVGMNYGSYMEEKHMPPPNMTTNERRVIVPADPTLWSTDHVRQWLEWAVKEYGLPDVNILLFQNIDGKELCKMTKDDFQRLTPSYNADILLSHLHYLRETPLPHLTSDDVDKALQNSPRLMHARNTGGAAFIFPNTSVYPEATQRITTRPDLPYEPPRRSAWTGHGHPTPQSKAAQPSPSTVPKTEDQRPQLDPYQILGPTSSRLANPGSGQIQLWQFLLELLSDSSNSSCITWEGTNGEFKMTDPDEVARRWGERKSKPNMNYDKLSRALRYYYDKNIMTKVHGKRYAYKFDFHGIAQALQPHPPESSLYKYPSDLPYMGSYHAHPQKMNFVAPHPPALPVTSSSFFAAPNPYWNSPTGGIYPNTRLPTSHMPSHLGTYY
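His-tagged ERG Ets domain (1 uM in the protein solution; 300mM KCl, 50mM Tris-HCl, 1mM EDTA, 1mM DTT, pH 7.5) received compound, then a probe mix of 5 nM fluorescein-DNA and 100nM Texas-615-DNA. Fluorescence polarization was read for both dyes.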
POLH inh = inhibitors of human DNA polymerase eta; 390,000 tested, 1.2% active; recombinant Pol eta, fluorescent DNA replication assay; Q9Y253; Potency, µM (series often up to 114 µM), inactives show top-dose activity change, negative = inhibition, hits mostly inhibitors; note: potency is the fitted concentration of half-maximal effect; % is set by controls: 0 for no effect and ±100 for the full control effect
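Fluorescent replication assay: 50 nM final substrate added after a 15 min room-temperature compound preincubation with 10 nM enzyme. Signal taken at 0 min and again at 10 min.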
ALOX12 inh = ALOX12 (human) lipoxygenase inhibition. P18054. purified 12hLO, xylenol orange hydroperoxide absorbance. Potency, µM (doses to about 108 µM), inactives show at the top dose activity change, negative = inhibition, actives largely listed as inhibitors. 580,000 tested, 1.1% active; note: potency is the fitted concentration of half-maximal effect; % is set by controls: 0 for no effect and ±100 for the full control effect
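Purified human 12hLO at 150 nM in 25 mM Hepes, 0.01% Triton X-100, pH 7.0, preincubated 15 min at room temperature with compound. Reaction started with 40 uM arachidonic acid, 30 min at room temperature. Hydroperoxide measured by Fe-xylenol orange, 573/405 nm absorbance ratio.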
Apoferritin bind = candidate novel general anesthetic via apoferritin binding | P02791 | apoferritin/1-aminoanthracene competitive binding, fluorescence | Potency, µM (series often up to 77.5 µM), for the others: at the highest dose activity change, negative = displacement, hits mostly inhibitors | 350,000 tested, 0.074% active | AID 485281; note: potency is the fitted concentration of half-maximal effect; % is set by controls: 0 for no effect and ±100 for the full control effect; nearly all actives have a fitted effect of over 20% in size
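Read-out: endpoint 1-AMA fluorescence, excitation 380 nm and emission 535 nm, after compounds sit 10 min at room temperature with 10 uM horse-spleen apoferritin in 50% saturated 1-AMA/PBS. Values come from four-parameter Hill fits.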
* marks the source's active call; other numbers are inactive results; & = joins results of further samples; [ ] = remark or other dose. Unless noted, calls come from the whole dose curve; as a rule, active = well fitted curve in the direction sought with a large enough effect; inconclusive = small, poorly fitted or top-dose-only effect, or another doubt; inactive = no such curve, though single readings can be large; an effect the other way counts as inactive or inconclusive. The list is partial; count on the stated rates, not on these rows.

Preview:
Screening CCN(CC)CCCNC(=O)c1c(O)c2ccccc2n(Cc2ccccc2)c1=O returned APEX1 inh 16%, POLK inh -4%, Pol beta inh -19%, LDHA inh 12, RGS4 inhibitor -5%, ERG Ets-DNA blk 2%, POLH inh -18%, ALOX12 inh inconclusive and Apoferritin bind -17%.
Screening COC(=O)C1=C(c2ccccc2OCc2ccccc2)C[C@@H]2CC[C@H]1N2C(=O)NCCOc1ccc(OC)cc1 returned APEX1 inh -22%, POLK inh -4%, LDHA inh -6, RGS4 inhibitor 5%, ERG Ets-DNA blk 2%, POLH inh -8% and ALOX12 inh 18%.

The listing (from the top)
Screening CCN(CC)CCCNC(=O)c1c(O)c2ccccc2n(Cc2ccccc2)c1=O returned APEX1 inh 16%, POLK inh -4%, Pol beta inh -19%, LDHA inh 12, RGS4 inhibitor -5%, ERG Ets-DNA blk 2%, POLH inh -18%, ALOX12 inh inconclusive and Apoferritin bind -17%.
Screening COC(=O)C1=C(c2ccccc2OCc2ccccc2)C[C@@H]2CC[C@H]1N2C(=O)NCCOc1ccc(OC)cc1 returned APEX1 inh -22%, POLK inh -4%, LDHA inh -6, RGS4 inhibitor 5%, ERG Ets-DNA blk 2%, POLH inh -8% and ALOX12 inh 18%.
`CCC1(OC(=O)c2ccccc2)CC(C)N(C)CC1C` (stereo not given) gave APEX1 inh 6%, POLK inh -11%, Pol beta inh -1%, LDHA inh -1&2, RGS4 inhibitor -1%, ERG Ets-DNA blk 88%[activator], POLH inh -7%, ALOX12 inh -9%&3% and Apoferritin bind -3%.
COC(=O)N1CCN(C(=O)Cc2ccc(Cl)c(Cl)c2)C(CN2CCCC2)C1 (stereo not given) was read as APEX1 inh 10%&0%&-1%, POLK inh -3%[60.1 µM], Pol beta inh -1%[57.1 µM], RGS4 inhibitor -18%[56.9 µM], POLH inh -5%[57.1 µM], ALOX12 inh 43%[activator] and Apoferritin bind 0%.
Screening O=C1NC(=S)N(c2ccc(F)cc2)C(=O)/C1=C/c1ccccc1O returned APEX1 inh 9%, POLK inh -1%, Pol beta inh -19%, LDHA inh 0, RGS4 inhibitor -27%, ERG Ets-DNA blk 3%, POLH inh -9%, ALOX12 inh inconclusive and Apoferritin bind 5%.
`C[C@H]1CC[C@@H]2N(C1)C[C@H]1[C@@H]3C[C@H]4[C@@H](CC(=O)[C@H]5C[C@@H](O)CC[C@@]54C)[C@@H]3CC[C@H]1[C@]2(C)O` gave APEX1 inh 2%&3%, POLK inh 1%, Pol beta inh 1%, LDHA inh 1, RGS4 inhibitor 18%, ERG Ets-DNA blk -6%, POLH inh 2%, ALOX12 inh 9%&1% and Apoferritin bind -2%&2%.
Screening C[N+](C)(C)CC#CCOC(=O)Nc1cccc(Cl)c1 returned APEX1 inh -8%&-3%&4%, POLK inh -6%[60.1 µM], Pol beta inh 11%[57.1 µM], LDHA inh -4, RGS4 inhibitor -14%[56.9 µM], ERG Ets-DNA blk -12%, POLH inh 0%[57.1 µM], ALOX12 inh 4%&-10%&0% and Apoferritin bind -14%.
Screening CC(Cc1ccccc1)NC=O (stereo not given) returned APEX1 inh -3%, POLK inh 8%, Pol beta inh -1%, LDHA inh -3, RGS4 inhibitor 2%, ERG Ets-DNA blk -5%, POLH inh -18%, ALOX12 inh -2% and Apoferritin bind -5%.
Screening Clc1ccc(OCC#CCN2CCOCC2)cc1 returned APEX1 inh -2%, POLK inh -4%, Pol beta inh 6%, LDHA inh -13, RGS4 inhibitor -11%, ERG Ets-DNA blk -3%, POLH inh -4%, ALOX12 inh -15% and Apoferritin bind -5%.
`NCC(CC(=O)O)c1ccc(Cl)cc1` (stereo not given) gave APEX1 inh 17%&0%&2%&1%&3%, POLK inh -17%[60.1 µM], Pol beta inh 0%, LDHA inh -7, RGS4 inhibitor inconclusive, ERG Ets-DNA blk -3%, POLH inh -6%, ALOX12 inh -8% and Apoferritin bind 5%.
`CC(=O)N1CN2CN(C(C)=O)CC(C(=O)c3ccc(Br)cc3)(C2)C1` gave APEX1 inh -1%, POLK inh 2%, Pol beta inh 9%, LDHA inh -11, RGS4 inhibitor -25%, ERG Ets-DNA blk -2%, POLH inh -12%, ALOX12 inh 54%[activator] and Apoferritin bind -12%.
`O=C(CCN1CCN(c2ccccc2)CC1)c1ccc(Br)cc1` gave APEX1 inh 19%, POLK inh -17%, Pol beta inh 0%, LDHA inh -9, RGS4 inhibitor inconclusive, ERG Ets-DNA blk -2%, POLH inh -21%, ALOX12 inh 0% and Apoferritin bind -15%.
For O=c1[nH]c(O)c(N=Nc2cccc(S(=O)(=O)N3CCOCC3)c2)c(=O)[nH]1 the results were APEX1 inh 1%, POLK inh 1%, Pol beta inh -1%, LDHA inh -6, RGS4 inhibitor -9%, ERG Ets-DNA blk -4%, POLH inh -8%, ALOX12 inh -16% and Apoferritin bind -7%.
Screening C[C@]12C=CC(=O)C=C1CC[C@@H]1[C@@H]2CC[C@@]2(C)[C@H]1CC[C@]2(C)O returned APEX1 inh -3%, POLK inh 1%[60.1 µM], LDHA inh 10, ALOX12 inh 4% and Apoferritin bind 0%.
For Cn1cc(C(=O)OCC(=O)NC2(C#N)CCCC2)c2ccccc21 the results were APEX1 inh 45%[activator], POLK inh 3%, LDHA inh -3, RGS4 inhibitor 22%, ERG Ets-DNA blk 1%, POLH inh -21% and ALOX12 inh 409%[activator].
CC1CCN(C(CC(=O)c2ccccc2)C(=O)c2ccccc2)CC1 (stereo not given) was read as POLK inh -5%, LDHA inh 2, RGS4 inhibitor -139%, ERG Ets-DNA blk 21%, POLH inh -16% and ALOX12 inh 8.9µM*.
For COc1ccc(OC)c(C2=NOC(C(=O)N3CCC4(CC3)OCCO4)C2)c1 (stereo not given) the results were APEX1 inh -9%, POLK inh -15%, Pol beta inh 17%, LDHA inh 3, RGS4 inhibitor 3%, ERG Ets-DNA blk 6%, POLH inh 1%, ALOX12 inh -4% and Apoferritin bind -2%.
Screening COC(=O)C1=C(c2cccc(C#N)c2)C[C@@H]2CC[C@H]1N2C(=O)NC1CC1 returned APEX1 inh 21%, POLK inh 11%, LDHA inh 2, RGS4 inhibitor -18%, ERG Ets-DNA blk -3%, POLH inh -20% and ALOX12 inh 9%.
Screening Cc1[nH]c2ccc(OCc3ccccc3)cc2c1CCN returned APEX1 inh 30%, POLK inh 8%, Pol beta inh 9%, LDHA inh 0, RGS4 inhibitor 7%, ERG Ets-DNA blk 17%, POLH inh -24%, ALOX12 inh -25% and Apoferritin bind inconclusive.
COc1cc2c(cc1OC)C(C(=O)NCCC(C)C)C1CCCCN1C2=O (stereo not given) was read as APEX1 inh -3%, POLK inh -7%, Pol beta inh -2%, LDHA inh -8, RGS4 inhibitor 26%, ERG Ets-DNA blk 2%, POLH inh -4%, ALOX12 inh -11% and Apoferritin bind 3%.
For O=C1NC(=S)N(c2ccc(F)cc2)C(=O)/C1=C\c1ccoc1 the results were APEX1 inh inconclusive, POLK inh 1µM*, Pol beta inh 2.2µM*, LDHA inh -5, RGS4 inhibitor inconclusive, ERG Ets-DNA blk 77%[activator], POLH inh 1µM* and Apoferritin bind 3%.
`COc1cc(/C=N/NC(=O)Cn2c([N+](=O)[O-])cnc2C)ccc1OC(=O)N(C)C` gave APEX1 inh 2%, POLK inh -3%, Pol beta inh 65%, LDHA inh -4, RGS4 inhibitor 20%, POLH inh -4%, ALOX12 inh 22% and Apoferritin bind -9%.
O=C(c1ccccc1)c1ccc2nc(N3CCN(c4ccc(F)cc4)CC3)c3nncn3c2c1 was read as POLK inh 1%, Pol beta inh 35%[activator], LDHA inh 0, RGS4 inhibitor 7%, ERG Ets-DNA blk -6%, POLH inh -8%, ALOX12 inh -17% and Apoferritin bind 0%.
Screening OC(CC#CCN1CCCCCC1)(c1ccccc1)C1CCCC1 (stereo not given) returned APEX1 inh 8%, POLK inh 7%, Pol beta inh 98%, LDHA inh 1&2, RGS4 inhibitor -4%, ERG Ets-DNA blk 11%, POLH inh -12%, ALOX12 inh inconclusive and Apoferritin bind 5%.
C[C@]12CCC3=C4CCC(=O)C=C4CC[C@H]3C1CC[C@@H]2O (stereo not given in full) was read as APEX1 inh -4%, POLK inh -6%, Pol beta inh 54%, LDHA inh 1, RGS4 inhibitor -21%, ERG Ets-DNA blk -13%, POLH inh -5%, ALOX12 inh inconclusive and Apoferritin bind -5%.
For Fc1ccc2c(c1)nnn2C1CCN(Cc2c(Cl)cccc2Cl)CC1 the results were APEX1 inh 3%, POLK inh -7%, Pol beta inh -9%, LDHA inh -3, RGS4 inhibitor -3%, ERG Ets-DNA blk 4%, POLH inh -22%, ALOX12 inh 56%[activator] and Apoferritin bind 5%.
`CC/C(=C(\c1ccc(O)cc1)c1ccc(OCCN(C)C)cc1)c1ccccc1` gave APEX1 inh -5%, POLK inh -6%, Pol beta inh 7%, LDHA inh 4, RGS4 inhibitor -3%, ERG Ets-DNA blk 8%, POLH inh -24%, ALOX12 inh inconclusive and Apoferritin bind inconclusive.

Screening data (PubChem BioAssay)
